PRC2 inh = inhibitors of human EZH2/PRC2 methyltransferase. Q15910. PRC2 H3K27 methylation, DELFIA TRF, 1 h. inhibition, % at 12.5 µM. hit rate 0.35% among 57,000;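 active = mean inhibition of replicates at least 50% and every single replicate also reaching 50%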;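 also: dimethyl H3K27 on biotinylated H3 21-44 peptide detected by antibody; plate controls were median neutral control wells for no effect and median positive control wells for full effect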
Target sequence (Q15910 whole entry, looked up): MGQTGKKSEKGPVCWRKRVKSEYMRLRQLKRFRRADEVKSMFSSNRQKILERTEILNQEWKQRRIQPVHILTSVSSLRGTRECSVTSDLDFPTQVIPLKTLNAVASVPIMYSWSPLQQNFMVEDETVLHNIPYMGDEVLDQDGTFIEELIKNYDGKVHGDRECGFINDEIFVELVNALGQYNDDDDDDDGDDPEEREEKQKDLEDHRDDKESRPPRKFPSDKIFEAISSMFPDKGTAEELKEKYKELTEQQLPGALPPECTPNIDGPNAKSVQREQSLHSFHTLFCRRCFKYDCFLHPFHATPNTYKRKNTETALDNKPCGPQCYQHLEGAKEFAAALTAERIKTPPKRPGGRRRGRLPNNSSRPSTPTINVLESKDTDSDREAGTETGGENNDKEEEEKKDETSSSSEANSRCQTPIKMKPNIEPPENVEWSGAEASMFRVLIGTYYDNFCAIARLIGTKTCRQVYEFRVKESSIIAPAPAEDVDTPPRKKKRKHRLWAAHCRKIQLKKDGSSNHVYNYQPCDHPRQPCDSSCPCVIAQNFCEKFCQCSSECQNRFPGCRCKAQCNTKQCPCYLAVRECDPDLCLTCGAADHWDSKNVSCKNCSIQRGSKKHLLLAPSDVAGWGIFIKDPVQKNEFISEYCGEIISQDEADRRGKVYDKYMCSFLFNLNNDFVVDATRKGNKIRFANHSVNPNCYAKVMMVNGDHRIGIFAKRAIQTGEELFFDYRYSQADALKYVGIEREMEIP
IDH1 mut inh = blocks human IDH1 R132H reductase activity. O75874. diaphorase/resazurin fluorescence, 60 min. inhibition, % at 10 µM. hit rate 0.18% among 70,000. AID 624101; in the data active = inhibition above about 34%;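 also: 0% = DMSO and 100% = no enzyme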
An asterisk follows results filed as active; . = no result given. Only part of the results is shown, so the mix of outcomes need not match the whole.

Each structure is followed by: IDH1 mut inh, PRC2 inh
1	Cc1sc2nc(SCc3cc(=O)[nH][nH]3)nc(N)c2c1C
  -0.3, 9.1
2	CCCN(C)C[C@H]1OCCCC[C@H](C)Oc2ccc(NS(=O)(=O)c3ccc(C)cc3)cc2C(=O)N([C@@H](C)CO)C[C@H]1C
  ., -43.7
3	COc1ccc(C#Cc2ccc3c(c2)O[C@H](CN(C)C(=O)NC2CCCCC2)[C@@H](C)CN([C@H](C)CO)S3(=O)=O)cc1
  0.3, 0.6
4	Cc1noc(C)c1S(=O)(=O)Nc1ccc2c(c1)CC(=O)N([C@H](C)CO)C[C@H](C)[C@@H](CN(C)Cc1ccncc1)O2
  5.6, .
5	C[C@H]1CN([C@@H](C)CO)C(=O)CCCn2cc(nn2)CO[C@H]1CN(C)C(=O)Oc1ccccc1
  2.7, 3.2
6	Cn1c(SCC(=O)O)nnc1-c1ccccc1
  1.0, .
7	C[C@H]1CN([C@@H](C)CO)C(=O)c2cc(-c3cncnc3)cnc2O[C@@H]1CN(C)C(=O)Nc1ccc2c(c1)OCO2
  -0.6, .
8	C[C@@H]1CN([C@H](C)CO)C(=O)c2cc(NC(=O)C3CCCCC3)ccc2O[C@@H](C)CCCCO[C@H]1CN(C)C(=O)Nc1ccccc1
  1.7, .
9	CO[C@@H]1CN(C)C(=O)c2ccc(NS(=O)(=O)c3ccccc3)cc2OC[C@H](C)N(C)C[C@@H]1C
  0.1, -2.8
10	C[C@@H]1CN([C@@H](C)CO)C(=O)Cc2cc(NC(=O)CCCN(C)C)ccc2O[C@H]1CN(C)S(=O)(=O)c1cccs1
  0.1, .
11	C[C@@H]1CN([C@H](C)CO)C(=O)c2cc(NS(=O)(=O)c3cn(C)cn3)ccc2O[C@H]1CN(C)CC1CC1
  ., -8.2
12	C[C@@H]1CN([C@H](C)CO)S(=O)(=O)c2ccc(-c3ccncc3)cc2O[C@@H]1CN(C)Cc1ccncc1
  ., 14.0
13	CC(C)NC(=O)Nc1ccc2c(c1)C(=O)N([C@H](C)CO)C[C@H](C)[C@@H](CN(C)Cc1ccc(C(=O)O)cc1)OCCCC[C@H](C)O2
  3.0, .
14	C[C@H](CO)N1C[C@H](C)[C@H](CN(C)Cc2ccc(C(=O)Nc3ccccc3N)cc2)Oc2c(cccc2N(C)C)C1=O
  ., -3.2
15	C[C@@H]1CN([C@H](C)CO)C(=O)c2cc(NS(=O)(=O)c3ccc(F)cc3)ccc2O[C@@H]1CN(C)C(=O)Nc1ccc2c(c1)OCO2
  1.3, .
16	C[C@@H]1CN([C@H](C)CO)C(=O)c2cccc(NC(=O)c3ccncc3)c2O[C@@H]1CN(C)S(=O)(=O)c1ccc(F)cc1
  -1.8, 14.0
17	COCC(=O)N(C)C[C@H]1Oc2ncc(-c3ccccc3F)cc2C(=O)N([C@H](C)CO)C[C@@H]1C
  ., -0.1
18	CO[C@@H]1CN(C)C(=O)c2ccc(NC(=O)NC(C)C)cc2OC[C@H](C)N(Cc2ccccc2)C[C@@H]1C
  0.1, -5.8
19	CS(=O)(=O)Nc1ccc2c(c1)[C@H]1C[C@H](CC(=O)NCc3ccncc3)O[C@H](CO)[C@H]1O2
  -0.2, 7.6
20	Cc1ccc(S(=O)(=O)N(C)C[C@@H]2Oc3ccc(NC(=O)Nc4ccc5c(c4)OCO5)cc3C(=O)N([C@H](C)CO)C[C@H]2C)cc1
  2.1, .
21	CCC(Sc1nnc(N)s1)C(=O)Nc1sc2c(c1C#N)CCCC2 (stereo not drawn)
  -0.1, -1.8
22	C[C@@H]1CN([C@H](C)CO)C(=O)c2cc(-c3ccc(C#N)cc3)cnc2O[C@H]1CN(C)Cc1cncnc1
  -2.2, 6.5
23	COc1ccc([C@@H]2Oc3c(OC)cc(CCCO)cc3[C@H]2CO)cc1OC
  0.2, .
24	COC(=O)c1cc(O)cc(OC)c1Oc1cc(C)cc(O)c1C(=O)OC
  -0.3, .
25	O=C(c1ccccc1NS(=O)(=O)c1ccccc1[N+](=O)[O-])N1CCOCC1
  0.0, -13.2
26	COc1ccc(S(=O)(=O)N(C)C[C@H]2Oc3cc(-c4cccc(F)c4)ccc3S(=O)(=O)N([C@H](C)CO)C[C@@H]2C)cc1
  -1.1, -9.4
27	C[C@@H]1CN([C@@H](C)CO)C(=O)c2cc(NC(=O)c3ccccc3)ccc2O[C@@H](C)CCCCO[C@@H]1CN(C)S(=O)(=O)c1cn(C)cn1
  0.6, .
28	Cc1ccc(S(=O)(=O)Nc2ccc3c(c2)C(=O)N([C@@H](C)CO)C[C@@H](C)[C@H](CN(C)Cc2ccc(C(=O)Nc4ccccc4N)cc2)O3)cc1
  ., -18.3
29	CC(C)NC(=O)N(C)C[C@H]1Oc2ncc(C#CC3(O)CCCC3)cc2C(=O)N([C@@H](C)CO)C[C@H]1C
  -0.4, -3.3
30	CCCC(=O)Nc1ccc2c(c1)OC[C@@H](C)N(CCC(F)(F)F)C[C@H](C)[C@H](OC)CN(C)C2=O
  0.4, -19.9
31	CS(=O)(=O)Nc1ccc2c(c1)[C@@H]1C[C@@H](CC(=O)N3CCOCC3)O[C@H](CO)[C@@H]1O2
  -1.3, -7.0
32	Cc1ccccc1S(=O)(=O)N(C)C[C@H]1OCc2cnnn2CCCC(=O)N([C@H](C)CO)C[C@@H]1C
  0.8, 0.4
33	C[C@@H](NC(=O)C[C@@H]1C[C@@H]2c3cc(NS(=O)(=O)c4ccc(F)cc4)ccc3O[C@@H]2[C@H](CO)O1)c1ccccc1
  -0.5, 2.5
34	C[C@H](CO)N1C[C@H](C)[C@@H](CN(C)S(=O)(=O)c2cccc(F)c2)Oc2ncc(C#CC3CCCCC3)cc2C1=O
  0.4, 10.3
35	CC(C)(C)c1ccc(S(=O)(=O)NCc2cccnc2)cc1
  0.4, 11.5
36	CNC[C@@H]1Oc2ccc(NC(=O)c3ccncc3)cc2C(=O)N([C@@H](C)CO)C[C@H]1C
  -0.5, 2.4
37	COc1cc(/C=C/C(=O)OC2CC3CCC2(C)C3(C)C)ccc1O (stereo not drawn)
  -0.4, 7.2
38	C[C@H](CO)N1C[C@H](C)[C@H](CN(C)CC2CC2)Oc2c(NS(=O)(=O)c3cn(C)cn3)cccc2C1=O
  1.8, .
39	C[C@@H]1CN([C@@H](C)CO)C(=O)CCCn2nncc2CO[C@@H]1CN(C)Cc1ccccc1C(=O)O
  1.0, .
40	CO[C@@H]1CN(C)C(=O)c2cc(NC(C)=O)ccc2OC[C@@H](C)N(C(=O)CN(C)C)C[C@@H]1C
  0.0, 6.7

A second format for part of the listing above.
(29) CC(C)NC(=O)N(C)C[C@H]1Oc2ncc(C#CC3(O)CCCC3)cc2C(=O)N([C@@H](C)CO)C[C@H]1C
  IDH1 mut inh = -0.4
  PRC2 inh = -3.3

(3) COc1ccc(C#Cc2ccc3c(c2)O[C@H](CN(C)C(=O)NC2CCCCC2)[C@@H](C)CN([C@H](C)CO)S3(=O)=O)cc1
  IDH1 mut inh = 0.3
  PRC2 inh = 0.6

(37) COc1cc(/C=C/C(=O)OC2CC3CCC2(C)C3(C)C)ccc1O (stereo not drawn)
  IDH1 mut inh = -0.4
  PRC2 inh = 7.2

(34) C[C@H](CO)N1C[C@H](C)[C@@H](CN(C)S(=O)(=O)c2cccc(F)c2)Oc2ncc(C#CC3CCCCC3)cc2C1=O
  IDH1 mut inh = 0.4
  PRC2 inh = 10.3

Carrying on.
Each structure is followed by: IDH1 mut inh, PRC2 inh
41	COc1ccc(C#Cc2cnc3c(c2)C(=O)N([C@@H](C)CO)C[C@H](C)[C@H](CN(C)C(C)=O)O3)cc1
  -1.1, -2.5
42	Cc1ccc(-c2ccc3c(c2)O[C@H](CN(C)Cc2cncnc2)[C@H](C)CN([C@@H](C)CO)S3(=O)=O)cc1
  0.5, -1.5
43	CC(=O)c1cccc(N(CC(=O)O)S(C)(=O)=O)c1
  -0.1, 5.5
44	CCOC(=O)[C@H](CCc1ccccc1)N[C@H](C)C(=O)N1C2CCCCC2C[C@H]1C(=O)O (stereo partly drawn)
  0.1, .
45	Cc1noc(C)c1S(=O)(=O)Nc1cccc2c1O[C@@H](CN(C)CC1CCCCC1)[C@@H](C)CN([C@@H](C)CO)C2=O
  4.2, -5.5
46	CNC[C@@H]1Oc2ccc(NC(=O)Cn3cnnn3)cc2CC(=O)N([C@H](C)CO)C[C@@H]1C
  3.2, .
47	COc1ccc(-c2cnc3c(c2)C(=O)N([C@H](C)CO)C[C@H](C)[C@H](CN(C)C(=O)Nc2cccc4ccccc24)O3)cc1
  -0.4, -18.6
48	COc1ccc(OC)c(S(=O)(=O)Nc2ccc(O)c(Sc3nc4ccccc4s3)c2)c1
  18.6, -2.7
49	COc1ccc([Si](C)(C)[C@@H]2[C@@H](CCn3cc(CCO)nn3)O[C@]3(C(=O)N(C)c4c(Br)cc(C)cc43)[C@H]2C)cc1
  ., 27.5
50	O=C(Cc1ccccn1)N[C@H]1C=C[C@@H](CC(=O)N2CCCCC2)O[C@@H]1CO
  -0.1, 4.4
51	CCC(SC1=NCCS1)C(=O)Nc1ccc(-c2nc3ccc(C)cc3s2)cc1 (stereo not drawn)
  -0.3, 2.7
52	COc1ccc(S(=O)(=O)Nc2cccc3c2O[C@H](CN(C)Cc2ccc(C(F)(F)F)cc2)[C@H](C)CN([C@@H](C)CO)C3=O)cc1
  -0.5, .
53	C[C@H](CO)N1C[C@H](C)[C@@H](CN(C)C(=O)Nc2ccc(F)cc2)Oc2ncc(C#C[C@@H](C)O)cc2C1=O
  -1.4, 3.1
54	C[C@@H]1CCCCO[C@H](CN(C)CC2CC2)[C@H](C)CN([C@@H](C)CO)C(=O)c2cc(NC(=O)Nc3ccc4c(c3)OCO4)ccc2O1
  1.1, .
55	COC(=O)C(C)Sc1nnc2c3ccccc3n(Cc3ccccc3)c2n1 (stereo not drawn)
  0.2, 19.1
56	CC(C)OC(=O)N(C)C[C@@H]1OCc2ccccc2-c2ccccc2C(=O)N([C@@H](C)CO)C[C@@H]1C
  0.1, -0.5
57	COc1ccc(OC)c(C(=O)CSc2nnc(-c3ccccc3F)n2-c2ccccc2)c1
  -0.8, 2.0
58	C[C@H]1CN([C@@H](C)CO)S(=O)(=O)c2ccc(C3=CCCCC3)cc2O[C@H]1CN(C)Cc1cccnc1
  ., 7.3
59	O=C(CSc1nc(O)cc(=O)[nH]1)N(c1ccccc1)c1ccccc1
  0.4, -15.4
60	C[C@H](CO)N1C[C@H](C)[C@@H](CN(C)C(=O)c2ccccn2)Oc2ncc(-c3cccc(F)c3)cc2C1=O
  ., -1.1
61	O=C(O)c1cccc(NS(=O)(=O)c2cccc3cccnc23)c1
  -0.2, -13.0
62	C[C@H](O)C#Cc1ccc2c(c1)O[C@@H](CN(C)Cc1ccncc1)[C@@H](C)CN([C@H](C)CO)S2(=O)=O
  ., -2.8
63	CO[C@@H]1CN(C)C(=O)c2ccc(NC(C)=O)cc2OC[C@H](C)N(C(=O)C2CCC2)C[C@H]1C
  -0.1, 0.3
64	CO[C@H]1CN(C)C(=O)c2ccc(NC(=O)NC(C)C)cc2OC[C@H](C)N(Cc2ccc(-c3ccccn3)cc2)C[C@H]1C
  -0.3, -10.0
65	CCCC#Cc1cnc2c(c1)C(=O)N([C@H](C)CO)C[C@@H](C)[C@H](CN(C)S(=O)(=O)c1cn(C)cn1)O2
  -14.2, 7.3
66	CNC[C@@H]1Oc2c(NS(=O)(=O)c3ccc(C)cc3)cccc2C(=O)N([C@@H](C)CO)C[C@@H]1C
  1.8, 14.4
67	Cc1sc2ncnc(SCC(=O)N3CCOCC3)c2c1-c1ccc(Cl)cc1
  0.4, 0.6
68	Cc1noc(C)c1NC(=O)Nc1ccc2c(c1)C(=O)N([C@H](C)CO)C[C@H](C)[C@@H](CN(C)C(=O)Nc1ccccc1)OCCCC[C@@H](C)O2
  3.2, .
69	Cc1cccc(S(=O)(=O)N[C@H]2CC[C@@H](CCn3cc(-c4ccccn4)nn3)O[C@@H]2CO)c1
  -0.1, 4.0
70	COc1cccc(NC(=O)N[C@@H]2C=C[C@H](CC(=O)N3CCCCC3)O[C@H]2CO)c1
  0.4, -0.8
71	C[C@H](CO)N1C[C@H](C)[C@@H](CN(C)S(=O)(=O)c2ccccc2)OCCCC[C@H](C)Oc2ccc(NC(=O)CCCN(C)C)cc2C1=O
  2.0, .
72	C[C@@H]1CN([C@H](C)CO)C(=O)c2cc(NS(=O)(=O)c3cn(C)cn3)ccc2O[C@@H](C)CCCCO[C@@H]1CN(C)S(=O)(=O)c1cn(C)cn1
  -17.1, .
73	CC(C)CC#Cc1ccc2c(c1)O[C@@H](CN(C)C(=O)c1ccccc1)[C@@H](C)CN([C@H](C)CO)S2(=O)=O
  0.2, 5.4
74	C[C@H]1CN([C@@H](C)CO)C(=O)c2cccc(NC(=O)Nc3ccccc3)c2O[C@@H]1CN(C)Cc1ccc(C(F)(F)F)cc1
  0.1, -32.7
75	COc1ccc(S(=O)(=O)Nc2ccc3c(c2)C(=O)N([C@@H](C)CO)C[C@H](C)[C@@H](CN(C)CC2CC2)O3)cc1
  3.1, .
76	CN1CCc2nc(SCC(=O)Nc3ccc(C(C)(C)C)cc3)c(C#N)cc2C1
  0.7, .
77	CC(=O)n1cc([C@@H]2C=C(C(N)=O)O[C@H](OCCCCO)C2)c2ccccc21
  ., 3.5
78	c1cnc(N2CCN(Cc3ccc4c(c3)OCO4)CC2)nc1
  0.7, -7.6
79	O=C(CSc1ccccn1)Nc1cccc2ccccc12
  -0.1, 1.5
80	COCC(=O)N1C[C@H](C)[C@H](OC)CN(C)C(=O)c2cc(NC(=O)Nc3ccccc3)ccc2OC[C@H]1C
  0.3, -2.0
81	O=C(CSc1nc(-c2ccccc2)cc(-c2ccccc2)n1)Nc1cccc([N+](=O)[O-])c1
  0.0, -3.0
82	C[C@@H]1CCCCO[C@@H](CN(C)C)[C@H](C)CN([C@H](C)CO)C(=O)c2cc(NC(=O)Nc3ccc(C(F)(F)F)cc3)ccc2O1
  2.4, -39.4
83	CSc1nnc(SC)n1CCNC(=O)c1c(Cl)cccc1Cl
  0.3, -5.0

Bioassay records (PubChem)
